AMA1-RON2 inh: AMA1-RON2 (P. falciparum) interaction inhibition; AlphaScreen AMA1-biotinylated RON2 peptide binding; Potency, µM (top dose mostly 58.2 µM), without a hit: at the highest dose activity change, negative = inhibition, usual class: inhibitors; hit rate 0.2% among 360,000; AID 720542;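 further: 0% = vehicle wells and -100% = peptide control; nearly all actives have a fitted effect of over 45% in size; some results filed as inactive show a strong effect at the top dose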
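AMA1 (3D7) with his tag at 25 nM final met compounds first, then biotinylated RON2 peptide at 25 nM; detection used donor plus acceptor beads, 10 µg/mL apiece, read by AlphaScreen after 30 min at room temperature.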
TbPYK inhibitor: blocks Trypanosoma brucei pyruvate kinase; hit rate 0.12% among 410,000; TbPYK enzyme, Kinase-Glo Plus ATP luminescence, 45 min; AID 624173; Potency, µM (top dose mostly 76.8 µM), without a hit: at the top dose activity, negative = inhibition, hits mostly inhibitors; Q57TT1; further: nearly all actives have a fitted effect of over 50% in size
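Activity of T. brucei pyruvate kinase was followed by Kinase-Glo Plus luminescence after the enzyme reacted 45 min at room temperature with 130 uM ADP (final) and substrate. Test compounds were added before ADP at multiple concentrations.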
An asterisk follows results filed as active; u = inconclusive; [ ] = another dose, or the depositor's remark. The call rests on the fitted dose curve; in most records, active means well fitted curve in the direction sought with a large enough effect; inconclusive means small, poorly fitted or top-dose-only effect, or another doubt; inactive means no such curve, though single readings can be large; an effect the other way counts as inactive or inconclusive. Unless noted, on the % scale 0 is the no-effect control and ±100 the full control effect; potency means the concentration at half of the fitted maximal effect. Some of the compounds tested; the hit share may differ from the screen's.

SMILES | AMA1-RON2 inh | TbPYK inhibitor
N#Cc1ccc(OCC(=O)Nc2nc(-c3ccccn3)cs2)cc1 | 77%[activator] | -13%
Clc1ccc(-c2cccc3nccn23)cc1 | 0% | -1%
O=C1NC[C@@H](CCCCN2C[C@H](Cc3ccc(O)cc3)N(CCc3ccc(O)cc3)C(=O)C2=O)N(Cc2ccccc2)C1=O | 2% | 1%
CC1CCCC=CC2CC(OC(=O)CN(C)C)CC2C(O)C=CC(=O)O1 (stereo not given) | -4% | -6%
CCOc1ccc(NS(=O)(=O)c2ccc(C(=O)N(C)CC(=O)Nc3ccccc3Br)cc2)cc1 | 50%[activator] | -1%
COC(=O)[C@]12CCCCC=C1N(Cc1ccc(Cl)cc1Cl)C(=O)[C@H](CC(=O)NCc1ccccc1)C2 | -13% | 1%
Nc1ccc2nc(N)sc2c1 | -7% | 6%
COc1cc(OC)cc(C(=O)NCC(C)NC(=O)c2cc(OC)cc(OC)c2)c1 (stereo not given) | -15% | -6%
O=[N+]([O-])c1cccc(C([O-])=C(C(=S)Nc2cccc3ccccc23)[n+]2ccccc2)c1 | 19% | 3%
CC(O)(c1cccc(F)c1)c1nc(/C=C/c2ccccc2)cs1 (stereo not given) | 18% | 4%
CC1(Oc2ccc(Cl)cc2)CCN(Cc2csc3ccccc23)C1 (stereo not given) | -6% | -2%
COc1cccc(-c2cnc3c(NC=O)cc(-c4ccoc4)cn23)c1 | 44%[activator] | -1%
Cc1ccc(Nc2nnc(SCC(=O)NCC3CCCO3)s2)cc1 (stereo not given) | 2% | 3%
CCOC(=O)C1=CN(Cc2cccc(F)c2)S(=O)(=O)N(CC)C1c1ccc2ccccc2c1 (stereo not given) | 2% | -8%
CSC[C@H]1CN(Cc2cccnc2)C(=O)[C@@H]1CC(=O)Nc1ccc(Br)cc1 | 4% | -3%

Given with values under each structure: entries from further up.
Second line of a record – AMA1-RON2 inh | TbPYK inhibitor
CCOC(=O)C1=CN(Cc2cccc(F)c2)S(=O)(=O)N(CC)C1c1ccc2ccccc2c1 (stereo not given)
→ 2% | -8%
COc1cccc(-c2cnc3c(NC=O)cc(-c4ccoc4)cn23)c1
→ 44%[activator] | -1%

(list continues)
SMILES | AMA1-RON2 inh | TbPYK inhibitor
C[C@]12c3[nH]c4ccc(Cl)cc4c3CCN1C(=O)[C@@H](CC(=O)NCCCn1ccnc1)C[C@@H]2C(=O)N1CCOCC1 | -6% | -10%
CC(=Cc1cccs1)C(=O)c1ccccc1 | 14% | 1%
CCOC(=O)C1CCCN(C(=O)C2CCN(Cc3nc(-c4ccc(Cl)cc4)oc3C)CC2)C1 (stereo not given) | 1% | 0%
CN1CCN(C(=O)C(=O)c2cn(CC(=O)N3CCOCC3)c3ccccc23)CC1 | -5% | 6%
OC(c1cccc(Cl)c1)c1ncc(-c2cccc3ccccc23)[nH]1 (stereo not given) | -7% | 8%
O=C(COC(=O)c1ccncc1)Nc1cccc2ccccc12 | 0% | 1%
O=C(Nc1cccc(C(=O)O)c1)/C(=C\c1ccc2c(c1)OCO2)NC(=O)c1ccccc1Br | 15% | -6%
COc1ccccc1NC(=O)COC(=O)c1cc(C)oc1C | -16% | -3%
Cc1ccccc1S(=O)(=O)NC(=O)C1(C)CCN1C(=O)Cc1ccc(C(C)(C)C)cc1 (stereo not given) | -1% | 3%
CCN(C(=O)COC(=O)CNC(=O)c1cccs1)c1c(N)n(Cc2ccccc2)c(=O)[nH]c1=O | 5% | -3%
O=C(NCc1cc(Cl)cc(Cl)c1)c1ccc2nc([C@@H]3O[C@H](CO)[C@H](O)[C@H](O)[C@H]3O)[nH]c2c1 | -4% | 2%
COc1ccc(NC(=O)N2C[C@H]3CON(C)[C@H]3C[C@H]2c2ccc(N3CCCCC3)cc2)cc1 | -7% | -13%
NC(Cc1ccc(Cl)cc1)c1csc(Nc2cnccn2)n1 (stereo not given) | 77%[activator] | -5%
COCC1CCN(C(=O)c2ccc3nc(Cc4cccc(Cl)c4)oc3c2)CC1 | 0% | -5%
CC(C)N1CCC(=O)NC1=O | 9% | -2%
COc1ccc(F)cc1-c1cc(C(=O)Nc2ccc(NC(C)=O)cc2)[nH]n1 | -2% | 7%
COc1cc(C(=O)NNC(=O)Cc2cccs2)cc(OC)c1OC | 17% | 0%
O=C(NC1CC1)c1ccc(CSCc2ccc(Cl)cc2)o1 | -1% | 3%
Cn1c(N)c(C(=O)COC(=O)/C=C/c2ccccc2F)c(=O)n(C)c1=O | 11% | 2%
CN1CC[C@@]2([C@@]34CCN(C)C3Nc3ccccc34)c3ccccc3NC12 (stereo not given in full) | 2% | -3%
CCCn1c(N)c(N(CCOC)C(=O)COC(=O)COc2c(C)cc(C)cc2C)c(=O)[nH]c1=O | 7% | 0%
CC(C)(C)OC(=O)C[C@@H]1C/C=C\C[C@@H](CC(=O)NCCO)C(=O)NCCOC1=O | 19% | 2%
C=CCC[C@H](Cc1ccc(F)cc1)C(=O)OC[C@H](C)NC(=O)[C@H](CC=C)CC(=O)N(CCO)Cc1ccccc1 | 4% | 2%
O=P(Cc1ccccc1)(Cc1ccccc1)c1ccccc1 | -19% | 0%
C[N+](C)(N)CCOC(=O)C(O)(c1ccccc1)C1CCCCC1 (stereo not given) | -8% | -5%
CC1(C(=O)NS(=O)(=O)c2cccc(F)c2)CCN1C(=O)CCc1ccc(Cl)cc1Cl (stereo not given) | -4% | 1%
C[C@H]1CN([C@@H](C)CO)C(=O)CCCn2nncc2CO[C@@H]1CN(C)S(=O)(=O)c1ccc(-c2ccccc2)cc1 | 6% | 2%
COC(=O)C1=C(c2cc3ccccc3o2)C[C@@H]2CC[C@H]1N2C(=O)NCc1ccccc1 | -7% | 0%
Cc1cccc(NC(=O)c2ncn3c2C(=O)NC[C@H]3C)c1 | 66%[activator] | 0%
CCN(C[C@H]1N[C@@](CC)(C(=O)OC)[C@H]2C(=O)N(C)C(=O)[C@@H]12)C(=O)c1ccc(F)cc1 | 15% | 3%
C[C@H](CO)N1C[C@H](C)[C@@H](CN(C)C(=O)Nc2ccc(C(F)(F)F)cc2)Oc2c(NS(=O)(=O)c3ccc(F)cc3)cccc2C1=O | 10% | -2%
CCOC1=C2CN(S(=O)(=O)c3ccc(C)cc3)[C@@H](c3ccccc3)C[C@H]2[C@H]2C(=O)N(c3ccccc3)C(=O)[C@H]2C1 | -3% | 5%
O=C(NCc1ccccc1Cl)[C@H]1CCCN1C(=O)[C@H]1CCCN1C(=O)c1ccccc1 | 3% | -3%
COc1cc(N)c2ncccc2c1Br | 11% | -1%
CCCC(=O)N1CCCC1(C)C(=O)NCCc1ccccn1 (stereo not given) | 4% | 2%
COCCNc1nc(NCCNC(C)=O)c2sc(-c3ccccc3)cc2n1 | 72% | -1%
O=C1NC[C@@H](CCCCN2C[C@H](Cc3ccc(O)cc3)N(Cc3ccccc3)C(=O)C2=O)N(CCc2ccc(O)cc2)C1=O | 2% | -3%
O=C(CCCCCN1C(=O)c2cccc([N+](=O)[O-])c2C1=O)NCCc1ccccc1 | 3% | -5%
Cc1nnc(SCC(=O)c2c(N)n(C3CC3)c(=O)[nH]c2=O)n1C | 0% | 1%
CCOC(=O)C1(C)CCN1C(=O)c1ccc2c(c1)CCO2 (stereo not given) | 0% | 3%
COc1ccc(-c2csc(NC(CO)c3nc4ccccc4n3CCOCCO)n2)cc1 (stereo not given) | 41%[activator] | -8%
CSc1ncccc1C(=O)Nc1ccccc1N1CCOCC1 | 5%[11.6 µM] | -5%
O=c1[nH]c(C(F)(F)C(F)(F)C(F)(F)F)no1 | 0% | 6%
CCn1cc(/C=C(\NC(=O)c2ccccc2)C(=O)NCCCn2ccnc2)c2ccccc21 | -17% | -12%
Cc1ccc(/C=C/C(=O)OCC(=O)Nc2cccnc2Cl)o1 | 1% | -11%
C[C@H](CO)N1C[C@H](C)[C@@H](CN(C)C(=O)Nc2ccc(C(F)(F)F)cc2)Oc2c(NC(=O)Nc3ccc4c(c3)OCO4)cccc2C1=O | -20% | -3%
Cc1ccc(S(=O)(=O)N2CCC(=O)N([C@H](COCc3cccc(C)c3)C(C)C)CC2)cc1 | 1% | 1%
CCOc1ncccc1C(=O)NCC(c1ccco1)N1CCCCC1 (stereo not given) | -9% | 6%
CN(C)CCC(C(=O)c1ccccc1)c1ccncc1 (stereo not given) | 4% | 4%
O=S(c1ccccc1)c1ccccc1 | 1% | -2%
COCOc1ccc(-c2cc(=O)c3c(OCOC)cc(OCOC)cc3o2)cc1 | -1% | -5%
O=S(=O)(Nc1ccccc1N1CCOCC1)c1c(F)cc(F)cc1Br | -8% | -2%
C=CCNc1nc(-c2sc(NC(=O)C(C)(C)C)nc2C)c(-n2cc(-c3ccccc3)nn2)s1 | -16% | 4%
COCCNc1nc(Nc2ccccc2Cl)c2sccc2n1 | -6% | 2%
COc1ccc(C(C)(NC(C)=O)c2nc(-c3cccc(C(=O)O)c3)cs2)cc1 (stereo not given) | 0% | 4%
Nc1nnc(SCC(=O)N2CCN(c3cccc(Cl)c3)CC2)n1-c1ccccc1 | -8% | -10%
CCOC(=O)[C@]12CCC=C1N(Cc1ccco1)C(=O)[C@H](CC(=O)N1CCSCC1)C2 | 23% | 1%
COC(=O)c1ccc(Cn2c(C)c(C(=O)NCc3cccc([N+](=O)[O-])c3)sc2=O)o1 | -6% | 6%
CCOC(=O)C1=C(C)N(CCCC(=O)O)C(=O)NC1c1ccccc1Cl (stereo not given) | 14% | 5%
O=C(NC(=O)c1ccc(Cl)cc1)Nc1cc(N2CCCCC2)ncn1 | -8% | -11%

Overlap with the part before: six compounds, then new ones.
SMILES | AMA1-RON2 inh | TbPYK inhibitor
COc1ccc(C(C)(NC(C)=O)c2nc(-c3cccc(C(=O)O)c3)cs2)cc1 (stereo not given) | 0% | 4%
Nc1nnc(SCC(=O)N2CCN(c3cccc(Cl)c3)CC2)n1-c1ccccc1 | -8% | -10%
CCOC(=O)[C@]12CCC=C1N(Cc1ccco1)C(=O)[C@H](CC(=O)N1CCSCC1)C2 | 23% | 1%
COC(=O)c1ccc(Cn2c(C)c(C(=O)NCc3cccc([N+](=O)[O-])c3)sc2=O)o1 | -6% | 6%
CCOC(=O)C1=C(C)N(CCCC(=O)O)C(=O)NC1c1ccccc1Cl (stereo not given) | 14% | 5%
O=C(NC(=O)c1ccc(Cl)cc1)Nc1cc(N2CCCCC2)ncn1 | -8% | -11%
COC(=O)Oc1c(Br)c(=O)oc2ccccc12 | -8% | -10%
N#Cc1ccc(NC(=S)N2CCC3CC2c2cc(-c4ccc5c(c4)OCO5)ccc23)cc1 (stereo not given) | 39%[activator] | -7%
COC(=O)c1cn(C)c2ccc(S(=O)(=O)N(C)C3CCCCC3)cc2c1=O | 3% | 0%
CN1CCN(C2CCN(c3ccc(Nc4nnc(Cl)c(Nc5ccccc5S(C)(=O)=O)n4)c(OC(CF)CF)c3)CC2)CC1 | -16% | -1%
C[C@H]1CN([C@@H](C)CO)C(=O)CCCn2nncc2CO[C@H]1CN(C)C(=O)Oc1ccc2ccccc2c1 | 13% | -2%
CCCNC(=O)C1(C)CCN(Cc2cc(C)n(C)n2)C1 (stereo not given) | 14% | 0%
COC(=O)c1ccc(SCc2ccccc2)nc1 | 7% | 7%
O=S(=O)(NCC(c1cccnc1)N1CCN(c2ccc(F)cc2)CC1)c1cc(F)ccc1F (stereo not given) | -4% | 0%
CC[C@H]1O[C@H](C)CC2=C1C(=O)OC(C)(C)O2 | 3% | -3%
O=C(COC(=O)c1cccnc1Cl)NC(=O)NC1CCCCC1 | -14% | 1%
Cn1ccnc1SCC(=O)c1c(N)n(C)c(=O)n(C)c1=O | -2% | 6%
CCOC(=O)/C(C#N)=C\c1ccc2c(c1)OCO2 | 8% | -6%
COC(=O)c1ccc2nc(-c3ccc(OC)c(OC)c3)c(Cc3ccc(OC)cc3C)n2c1 | 2% | -2%
O=C(CNC(=O)c1cccc(S(=O)(=O)N2CCc3ccccc32)c1)Nc1ccccc1Br | -12%[11.6 µM] | 0%
COc1ccc(CNC(=O)COC(=O)c2ccc3ccccc3n2)cc1 | -1%[11.6 µM] | -3%
Cc1ccc(NC(=O)COC(=O)Cn2cnc3c2c(=O)n(C)c(=O)n3C)cc1 | -7% | 4%
COC(=O)c1ccc(CNC(=O)CCC(=O)N2CCOCC2)cc1 | 0% | 0%
CCCCN(C(=O)c1ccncc1)c1c(N)n(CCC)c(=O)[nH]c1=O | -5% | 7%
O=C(c1ccccc1)C(CCc1ccccn1)CCc1ccccn1 | 6% | -1%
Cc1ccc(Cc2c(-c3ccc(Cl)cc3)nc3ccc(Br)cn23)cc1 | 4% | 4%
CCOC(=O)CCCCC1C(CCCC(=O)OCC)C=NN1C (stereo not given) | 14% | -3%
Cc1cc(=O)c2c(o1)C(=O)c1occc1C2=O | -18% | u
CC(=O)NC(CC(C)C)C(=O)NC(Cc1ccccc1)C(=O)CCl (stereo not given) | 13% | 7%
COc1cccc(-c2sc3ccccc3c2-c2ccc(OCCN(C)C)cc2)c1 | u | 0%
